MBD2 DNA inh: blocks human MBD2 binding to methylated DNA | TR-FRET, MBD2 binding to methylated oligonucleotide | AID 686964 | 0.31% of 370,000 active | inhibition, % at 4.4 µM; in the data active means inhibition above about 13%
Target sequence (Q9UBB5 whole entry, looked up): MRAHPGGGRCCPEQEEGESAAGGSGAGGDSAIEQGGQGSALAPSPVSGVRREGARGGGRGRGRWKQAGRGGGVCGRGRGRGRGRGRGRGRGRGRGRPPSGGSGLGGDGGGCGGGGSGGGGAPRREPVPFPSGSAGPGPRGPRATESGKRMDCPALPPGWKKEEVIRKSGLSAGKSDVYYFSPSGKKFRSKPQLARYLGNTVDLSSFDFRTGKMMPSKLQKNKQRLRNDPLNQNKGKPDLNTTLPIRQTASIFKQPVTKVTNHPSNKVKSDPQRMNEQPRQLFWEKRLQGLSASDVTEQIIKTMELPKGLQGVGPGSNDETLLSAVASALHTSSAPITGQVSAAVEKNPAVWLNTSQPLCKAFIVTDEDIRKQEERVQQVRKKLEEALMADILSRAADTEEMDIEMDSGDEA
UHRF1 MBD2 ctr: blocks human UHRF1 binding to methylated DNA; Q96T88; UHRF1 binding to methylated oligo, TR-FRET; inhibition, % at 4.4 µM; 0.75% of 370,000 active; AID 687016; in the data active means inhibition above about 21%;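 further: UHRF1 SRA domain binding a hemimethylated CpG hairpin DNA probe; 0% = median of test compound wells and 100% = reference inhibitor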
ARFGAP1 inhibitor: inhibits rat ARF GTPase activating protein 1; Arfgap1-stimulated ARF1 GTP hydrolysis, GDP FP detection; 0.26% of 360,000 active; Q62848; AID 651572; inhibition, % at 16.5 µM;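 active means inhibition above a per-plate limit, mean inhibition of low control wells plus 3 SD, cut at about 25% in these data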;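 further: 0% = DMSO wells with enzyme and 100% = wells lacking Arfgap1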
Target sequence (Q62848 1-136 limits assumed): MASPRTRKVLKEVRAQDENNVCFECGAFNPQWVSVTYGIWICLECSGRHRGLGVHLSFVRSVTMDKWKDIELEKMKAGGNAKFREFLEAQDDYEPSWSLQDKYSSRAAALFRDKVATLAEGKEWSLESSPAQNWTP
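Material – truncated rat Arfgap1 GAP domain · Buffer or medium – HEPES-based buffer, pH 7.5 · Reagent – human ARF1(Δ1-17)-GTP substrate · Dosing – 16.5 µM single point, 1.26% DMSO · Schedule – GTP hydrolysis reaction 2 h at 25 °C · Technique – GDP detection by fluorescence polarization · Benchmarks – No-Arfgap1 wells (100%) versus DMSO full-reaction wells (0%) · Repeats – single replicate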
proKLK7 act: activators of human kallikrein-7 zymogen; P49862; purified proKLK7, EDANS-DABCYL substrate fluorescence; 100% is mature enzyme control, 0% vehicle; activation, % at 7 µM; 0.9% of 370,000 active; AID 652039;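 active means activation above the mean of all tested compounds plus 3 SD, computed per campaign excluding outliers beyond control limits, cut at about 13% in these data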
PLC-gamma1 inh: blocks human PLC-gamma1 enzyme activity; inhibition, % at 12.2 µM; AID 720700; purified PLC-gamma1, fluorogenic substrate, fluorescence; P19174; 0.84% of 370,000 active; in the data active means inhibition above about 9.5%
PLC-beta3 inh: PLC-beta3 (human) inhibition, primary screen | Q01970 | Purified PLC-beta3, fluorogenic substrate, fluorescence | inhibition, % at 12.2 µM | 0.18% of 370,000 active | AID 720704; in the data active means inhibition above about 11%;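 further: 0% = median of compound wells on plate and 100% = full blocker control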
Tn6 DDE FP: DD(E)-Tn6 binding inhibition, primary FP screen; AID 720509; inhibition, % at 8.3 µM; Fibrin DD(E) TRITC-Tn6 fluorescence polarization displacement; 0.21% of 370,000 active;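 active means inhibition above a per-campaign cutoff: mean of compounds within control limits plus 3 SD, cut at about 15% in these data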;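 further: 0% = median of all compound wells on the plate and 100% = blocking peptide control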
Target sequence (P02675 whole entry, looked up): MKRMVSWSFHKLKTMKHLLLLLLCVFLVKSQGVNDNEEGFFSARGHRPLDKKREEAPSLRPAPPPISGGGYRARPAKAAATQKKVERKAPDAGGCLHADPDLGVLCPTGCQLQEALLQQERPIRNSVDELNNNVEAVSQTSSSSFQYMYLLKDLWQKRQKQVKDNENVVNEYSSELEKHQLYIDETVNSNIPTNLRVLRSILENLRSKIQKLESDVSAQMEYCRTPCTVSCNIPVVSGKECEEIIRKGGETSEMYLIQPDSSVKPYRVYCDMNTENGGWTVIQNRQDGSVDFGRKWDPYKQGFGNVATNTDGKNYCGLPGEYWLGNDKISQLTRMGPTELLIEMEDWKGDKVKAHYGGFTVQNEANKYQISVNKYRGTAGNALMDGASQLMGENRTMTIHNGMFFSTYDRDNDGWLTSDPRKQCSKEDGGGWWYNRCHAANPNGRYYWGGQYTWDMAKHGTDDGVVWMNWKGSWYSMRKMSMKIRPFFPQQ
ADAM17 inh: inhibitors of human ADAM17; P78536; recombinant ADAM17, EDANS/DABCYL FRET peptide cleavage; inhibition, % at 6.95 µM; 0.83% of 370,000 active; AID 720648;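 active means inhibition above the mean of compounds lying between control limits plus 3 SD, set per campaign, cut at about 8.5% in these data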;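 further: 0% = DMSO-only wells as the low control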
Tn7 DDE FP: inhibitors of Tn7 peptide binding to human fibrin DD(E) | FP displacement of FITC-Tn7 peptide from fibrin DD(E); 0% = median of compound wells per plate | inhibition, % at 8.3 µM | AID 720508 | 0.13% of 370,000 active;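 active means inhibition above the mean of compounds falling within the control limits plus 3 SD of them, cut at about 14% in these data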;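 further: 0% = plate median of compound wells and 100% = 10 µM Aha-Tn7 peptide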
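Assay system: Human fibrin DD(E) protein | Medium: Tris buffer with calcium and detergent, pH 7.8 | Reagent: 0.1 µM fluorescent Tn7 | Compound dosing: Single point at 8.3 µM | Times: 10 min preincubation, 3 h with tracer, room temperature | Detection: Fluorescence polarization of the labelled Tn7 tracer | Controls: Aha-Tn7 high control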
ASAP1 inh: ASAP1 ArfGAP inhibition; Q9ULH1; ASAP1-stimulated ARF1 GTP hydrolysis, GDP FP detection; inhibition, % at 16.5 µM; 0.19% of 360,000 active; in the data active means inhibition above about 25%;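 further: 0% = vehicle with enzyme and substrate and 100% = no enzyme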
Active calls of the source: *; nt = no result given.

SMILES	MBD2 DNA inh	UHRF1 MBD2 ctr	ARFGAP1 inhibitor	proKLK7 act	PLC-gamma1 inh	PLC-beta3 inh	Tn6 DDE FP	ADAM17 inh	Tn7 DDE FP	ASAP1 inh
CCOc1ccc(NC(=O)COc2ccc(C(=O)NCc3cccc(OC)c3)cc2OC)cc1	8.0	1.3	13.8	0.1	3.2	-5.7	0.4	-2.7	6.7	-5.1
CC1CCN(c2ccc(C(=O)NCc3cccs3)cn2)CC1	-2.0	0.2	6.6	-0.1	-0.7	-3.5	1.9	-4.5	6.7	-16.6
Cc1ccc(NC(=O)CN(C)C(=O)COc2cc(F)ccc2[N+](=O)[O-])cc1	-1.3	0.9	2.6	0.2	-2.0	0.6	-3.0	-2.8	-2.9	3.6
O=C(NC(C(=O)c1ccccc1)n1cnccc1=O)c1ccccc1 (stereo unspecified)	-4.8	-1.6	3.4	-0.4	11.1*	3.3	-1.1	0.6	-10.9	10.2
CC(Oc1ccccc1)C(=O)Nc1c2c(nn1-c1ccccc1)CS(=O)C2 (stereo unspecified)	1.9	-0.5	3.3	-0.1	3.2	-4.0	9.0	2.0	-5.5	0.9
CN(Cc1ccco1)C(=O)c1ccc(N2CCCC2=O)cc1	2.4	-3.4	4.2	0.5	-1.4	-2.3	0.6	-2.1	0.7	1.3
Cc1nn(-c2ccccc2)c2c1C(c1ccc([N+](=O)[O-])cc1)N1C(=N2)C(=O)Nc2ccccc21 (stereo unspecified)	0.2	-1.3	1.5	-7.9	-7.0	-6.9	6.6	7.9	1.8	5.8
CCN(C[C@H]1N[C@@](CC)(C(=O)OC)[C@H]2C(=O)N(Cc3ccccc3)C(=O)[C@@H]12)C(=O)Nc1ccc(C)cc1	7.5	3.5	-4.0	0.3	-0.5	4.5	-9.1	-4.9	3.3	2.6
COc1ccc(NC(=O)Cc2ccccc2F)cc1S(=O)(=O)N1CCCCC1	-2.8	-0.3	-1.8	0.7	5.8	-5.6	-5.6	-5.6	3.2	-6.4
CC1COc2ccccc2N1S(=O)(=O)c1ccccc1 (stereo unspecified)	2.5	1.3	12.4	-0.4	-1.4	-2.1	-6.3	-2.6	-2.1	-0.1
CCc1ccc(CN2C(=O)c3ccccc3C2C(=O)NCc2cccnc2)cc1 (stereo unspecified)	1.1	6.7	-14.3	-0.3	-0.7	-8.6	3.7	-4.9	0.4	-5.1
C=CCNc1cccc(Br)c1	-8.3	-0.6	7.3	0.1	4.1	11.2*	3.8	9.1*	8.6	3.8
O=C(Cc1ccccc1)NCCSCc1ccccc1	0.3	0.8	-2.9	-0.1	0.4	-3.2	-3.0	-0.7	2.0	-2.4
C[C@]12C=CC(=O)C=C1CC[C@@H]1[C@@H]2[C@@H](O)C[C@@]2(C)[C@H]1CC[C@]2(O)C(=O)CO	-5.7	0.4	3.9	0.2	-38.0	1.8	4.2	-2.7	-6.1	1.2
O=C(COC(=O)c1n[nH]c(=O)c2ccccc12)c1ccccc1	-1.8	-3.0	-3.3	-0.1	3.2	3.7	2.5	0.9	-7.9	-6.8
Cc1noc(C)c1CCC(=O)N1CCCC(CCC(=O)NCc2ccc(F)c(F)c2)C1 (stereo unspecified)	6.6	-1.3	1.2	0.9	0.7	1.5	8.6	-1.8	1.6	-1.7
COc1ccc(N2CCC(CNC(=S)Nc3cccc(C)c3)C2)cc1 (stereo unspecified)	-0.5	-5.5	0.1	0.3	-0.4	1.0	1.0	1.7	-3.3	-6.5
Oc1ccccc1-c1nc(N2CCCC2)c2ccccc2n1	-3.2	-1.7	1.1	0.3	2.2	1.4	1.1	2.7	1.4	-5.8
COC(=O)c1ccc(COc2ccc(-c3nnn(CC(N)=O)n3)cc2)cc1	0.9	0.2	7.4	0.4	0.4	1.7	2.9	-3.6	-1.5	0.5
CC(=O)C1=C(c2ccccc2)NC(=O)NC1c1ccccc1OCC(=O)Nc1ccccc1 (stereo unspecified)	2.6	0.8	-13.3	0.3	1.5	2.0	1.2	1.0	-5.8	6.3

Reprinted from the part before: two entries, then new ones.
SMILES	MBD2 DNA inh	UHRF1 MBD2 ctr	ARFGAP1 inhibitor	proKLK7 act	PLC-gamma1 inh	PLC-beta3 inh	Tn6 DDE FP	ADAM17 inh	Tn7 DDE FP	ASAP1 inh
COC(=O)c1ccc(COc2ccc(-c3nnn(CC(N)=O)n3)cc2)cc1	0.9	0.2	7.4	0.4	0.4	1.7	2.9	-3.6	-1.5	0.5
CC(=O)C1=C(c2ccccc2)NC(=O)NC1c1ccccc1OCC(=O)Nc1ccccc1 (stereo unspecified)	2.6	0.8	-13.3	0.3	1.5	2.0	1.2	1.0	-5.8	6.3
CCn1ncc(-c2cc(C(=O)O)no2)c1C	5.7	-1.3	-5.2	0.6	-3.9	-4.9	4.3	-7.8	-2.4	-4.2
O=C(NCc1ccc(Cl)cc1)C(=O)NCC1OCCN1S(=O)(=O)c1cccs1 (stereo unspecified)	-1.4	-4.0	1.5	0.1	3.1	2.4	-3.1	4.4	-0.9	-1.6
C/C=C(\C)C(=O)NCCN1C2=NC[C@H](Cc3ccc(O)cc3)N2C[C@H]1Cc1ccc(O)cc1	-3.1	0.2	5.7	-0.9	-23.2	-0.2	4.9	-0.2	0.2	-0.2
O=C(CSc1nnc(Nc2ccccc2)s1)NCC1CCCO1 (stereo unspecified)	2.4	-1.4	-6.1	-0.5	4.4	-3.3	6.2	-0.5	2.2	-9.0
CCCC(=O)Nc1cccc(C(=O)Nc2nccs2)c1	-1.5	-0.4	-2.3	0.1	4.0	1.9	1.8	0.3	-6.8	10.0
CC(C)CCNC(=O)CCn1c(=S)oc2ccccc21	7.5	5.1	12.2	-0.8	6.3	4.5	5.4	-5.7	1.4	15.6
COc1ccc(COCC(O)CN2CCN(S(=O)(=O)c3c(F)cccc3F)CC2)cc1OC (stereo unspecified)	-1.0	5.1	2.5	0.3	5.5	2.6	1.9	-1.8	-2.0	10.1
CCCCNC(=O)N1CCN(c2ccccc2OCC)CC1	3.2	2.2	1.0	0.5	-0.5	-0.7	0.0	-2.7	0.1	-2.3
O=C(Cn1cnc2cc([N+](=O)[O-])ccc2c1=O)NC1CCS(=O)(=O)C1 (stereo unspecified)	2.5	1.4	3.1	0.1	-3.2	-3.3	3.6	-2.5	10.0	6.2
O=C1c2ccccc2C(=O)N1CCCC(=O)N1CCCc2ccccc21	-5.5	-1.1	-1.5	-0.4	2.7	2.1	5.5	-3.6	-3.4	-17.0
COc1ccc(C(=O)NNC(=O)COc2ccc(Cl)cc2C)cc1S(=O)(=O)N1CCOCC1	3.2	-0.7	-10.2	0.0	0.7	-6.3	1.3	-0.4	11.0	-1.8
CCCOc1ccc(/C=N/NC(=S)Nc2ccccc2[N+](=O)[O-])c(O)c1	-5.3	-9.1	-0.4	-1.2	1.0	2.9	-0.9	6.0	-4.2	-8.3
CCC(=O)Nc1ccc(C(=O)CSc2nnc(-c3ccc(O)cc3)n2CC2CCCO2)cc1OC (stereo unspecified)	-2.0	-0.3	0.7	-0.6	1.5	3.9	6.5	-2.2	-12.2	3.6
COc1ccc(CCCNC(=O)C2CCC(=O)N(Cc3ccc(Cl)cc3)C2)cc1 (stereo unspecified)	4.2	25.6*	9.3	0.1	4.5	-8.5	-1.9	-1.1	4.8	-11.0
Cc1cc(C)c(COc2ccc(/C=N/n3c(C)n[nH]c3=S)cc2)c(C)c1	0.4	-4.6	5.9	-0.2	-3.5	0.1	0.8	3.2	5.9	8.2
COc1cc(OC)cc(C(=O)NNC(=O)CCC(=O)c2cc(C)sc2C)c1	0.7	1.9	8.8	0.4	2.7	-4.8	5.9	1.2	-5.4	4.0
CC1=C(C(=O)N2CCCCCC2)CC(CC(=O)NCCCCc2ccccc2)C(=O)N1CCC1=CCCCC1 (stereo unspecified)	-1.4	0.7	4.0	-0.1	3.4	2.9	-1.2	2.7	0.4	1.0
COc1ccc2oc(=O)c(C(=O)Nc3ccccc3O)cc2c1	-4.7	-7.7	6.2	0.4	-1.7	-9.7	-7.1	-3.9	3.8	-0.7
COCCN1C(=O)CCC1(C)C(=O)NC1CCCCC1 (stereo unspecified)	3.6	-2.7	-0.2	0.2	-1.5	2.8	5.9	-0.1	4.8	0.3
CCCCC(=O)Nc1ccc(C(=O)NCCc2ccccc2)cc1	-0.3	5.2	-6.1	0.2	0.6	5.6	-3.5	0.1	-4.1	7.8

Continued, starting with the last two of the part before.
SMILES	MBD2 DNA inh	UHRF1 MBD2 ctr	ARFGAP1 inhibitor	proKLK7 act	PLC-gamma1 inh	PLC-beta3 inh	Tn6 DDE FP	ADAM17 inh	Tn7 DDE FP	ASAP1 inh
COCCN1C(=O)CCC1(C)C(=O)NC1CCCCC1 (stereo unspecified)	3.6	-2.7	-0.2	0.2	-1.5	2.8	5.9	-0.1	4.8	0.3
CCCCC(=O)Nc1ccc(C(=O)NCCc2ccccc2)cc1	-0.3	5.2	-6.1	0.2	0.6	5.6	-3.5	0.1	-4.1	7.8
CC(=O)C(Sc1nn(C)c(=S)s1)C(=O)Nc1ccccc1 (stereo unspecified)	2.6	-1.6	6.5	-0.2	1.0	-3.5	-1.6	-4.2	-2.7	-3.0
COc1ccc(S[C@]2(C(=O)N3CCN(C(C)=O)CC3)CC(=O)N(C(=O)Nc3ccc(C)c(Cl)c3)[C@@H]2c2ccc(OC)cc2)cc1	-1.5	1.6	nt	-0.1	5.0	0.6	0.2	9.5*	-3.1	nt
CCOC(=O)N1CCC(NC(=O)CS(=O)(=O)Cc2nc(-c3ccccc3C)oc2C)CC1	2.5	1.3	2.4	0.8	-2.1	-2.2	10.1	-0.8	4.5	11.8
Cc1cccc(C)c1NC(=O)CN(C)CC(=O)Nc1ccc(F)c(Cl)c1	6.8	6.2	6.2	-0.7	-0.2	-7.3	4.6	-3.9	1.5	-8.2
Cc1ccc(S(=O)(=O)N2CCC(C(=O)OCC(=O)N3CCc4ccccc43)CC2)cc1	-4.5	-0.3	1.6	0.0	1.1	0.8	0.0	-2.5	-2.3	16.4
Cc1cccc(C)c1NC(=O)c1cn(-c2ccccc2)nc1-c1ccccc1	-10.5	-0.1	-2.8	0.0	5.8	3.5	-0.6	-0.1	-2.1	-14.9
CC1CCCN(C(=O)CN(c2ccccc2)S(=O)(=O)c2ccc(F)cc2)C1 (stereo unspecified)	0.5	-2.3	7.1	-0.8	-0.7	-3.1	2.7	-4.7	1.8	-3.5
CCOC(=O)c1cnc(SC)nc1Oc1cccc(NS(=O)(=O)c2ccc(F)cc2)c1	1.8	-0.9	-3.9	-0.2	0.2	0.2	1.1	-0.3	4.4	-0.3
O=C(COC(=O)c1cc2ccccc2oc1=O)Nc1cccc(S(=O)(=O)N2CCCCCC2)c1	10.0	-1.3	-0.7	0.4	-0.3	1.2	-1.0	-3.5	-2.3	-11.0
COc1ccc(C)cc1Nc1n[n+](-c2ccccc2)c(-c2ccc(N(C)C)cc2)s1	-2.3	-3.4	-6.8	1.4	-28.9	-33.1	-2.4	-3.7	3.7	2.8
Cc1ccc(C(=O)Nc2sc3c(c2C(=O)O)CCCC3)o1	-2.7	1.6	-2.7	-0.2	-175.6	-274.1	1.7	2.3	-4.8	4.9

High-throughput results deposited in PubChem by The Scripps Research Institute Molecular Screening Center.
